Assay outcomes from PubChem.
DT40 TDP1 no CPT – qHTS for Inhibitors of human tyrosyl-DNA phosphodiesterase 1 (TDP1): qHTS in cells in absence of CPT; DT40 Tdp1-/- hTDP1 cells, no CPT, ATP luminescence, 48 h; Potency, µM (titrated, usually from 46.2 µM), for the others: top-dose activity change, negative = growth inhibition, actives largely listed as inhibitors; 15% of 420,000 active; AID 686978, 2013; note: nearly all actives have a fitted effect of over 55% in size
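Chicken DT40 Tdp1-/- cells complemented with human TDP1, screened without camptothecin (DMSO vehicle only), 400 cells/well. Compounds pin-transferred, cells incubated at 37 °C for at least 48 hr. Growth read as ATP-dependent luminescence (CellTiter-Glo, 30 min at RT).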
TDP1 inh – qHTS Assay for Inhibitors of Tyrosyl-DNA Phosphodiesterase (TDP1) | Tyrosyl-DNA phosphodiesterase 1 (Homo sapiens), Q9NUW8 | recombinant TDP1, AlphaScreen DNA substrate cleavage | Potency, µM (series often up to 130 µM), for the others: top-dose activity change, negative = inhibition, hits mostly inhibitors | 0.28% of 350,000 active; note: nearly all actives have a fitted effect of over 40% in size
Target sequence (Q9NUW8 whole entry, looked up): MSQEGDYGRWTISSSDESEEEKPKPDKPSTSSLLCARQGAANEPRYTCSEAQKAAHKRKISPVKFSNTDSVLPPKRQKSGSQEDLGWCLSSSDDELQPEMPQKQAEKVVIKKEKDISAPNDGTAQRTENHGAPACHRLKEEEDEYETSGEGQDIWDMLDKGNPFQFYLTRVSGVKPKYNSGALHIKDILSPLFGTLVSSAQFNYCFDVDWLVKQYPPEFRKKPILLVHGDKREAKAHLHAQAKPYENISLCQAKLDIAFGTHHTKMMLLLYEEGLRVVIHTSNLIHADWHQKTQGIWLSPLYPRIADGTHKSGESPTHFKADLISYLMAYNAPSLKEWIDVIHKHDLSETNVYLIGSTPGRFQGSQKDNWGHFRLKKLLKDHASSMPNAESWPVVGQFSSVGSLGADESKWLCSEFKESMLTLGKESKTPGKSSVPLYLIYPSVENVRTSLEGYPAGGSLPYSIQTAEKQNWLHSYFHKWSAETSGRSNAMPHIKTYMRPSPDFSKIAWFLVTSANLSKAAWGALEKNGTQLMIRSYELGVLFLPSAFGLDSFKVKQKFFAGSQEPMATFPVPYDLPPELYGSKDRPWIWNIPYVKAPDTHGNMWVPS
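E. coli-derived human Tdp1, 1 nM final. Cpd preinc 15 min RT; substrate 15 nM final, 5 min RT; AS bead mix 10 ug/ml final, 10 min RT. Signal loss = tyrosine-FITC cleavage. No-enzyme wells = max signal.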
TDP1 cell CPT – qHTS for Inhibitors of human tyrosyl-DNA phosphodiesterase 1 (TDP1): qHTS in cells in presence of CPT | 12% of 420,000 active | chicken DT40 Tdp1-/-;hTDP1 cells + 20 nM CPT, ATP luminescence, 48 h | AID 686979, 2013 | Potency, µM (highest dose often 46.2 µM), without a hit: at the top dose activity change, negative = growth inhibition, usual class: inhibitors; note: nearly all actives have a fitted effect of over 55% in size
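Cell growth measured by CellTiter-Glo luminescence after a minimum 48 h, 37 C compound exposure with 20 nM CPT in Tdp1-knockout DT40 cells stably expressing hTDP1, seeded 400/well; qHTS titration format.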
* hit, by the source's call; ? = inconclusive; . = no result given; & = joins results of further samples; [ ] = another dose, or the depositor's remark. Calls come from the whole dose curve; as a rule, active = well fitted curve in the direction sought with a large enough effect; inconclusive = small, poorly fitted or top-dose-only effect, or another doubt; inactive = no such curve, though single readings can be large; an effect the other way counts as inactive or inconclusive. % is set by controls: 0 for no effect and ±100 for the full control effect; potency is the fitted concentration of half-maximal effect.

[1] COc1ccc(CCNC(=O)CCc2c(C)c3cc4c(C)c(C)oc4cc3oc2=O)cc1
[2] COc1ccc(NC(=O)CN2CCN(S(=O)(=O)c3ccc(F)cc3)CC2)cc1Cl
[3] O=C(Nc1nc2ccccc2[nH]1)c1ccc(F)cc1
[4] CCCc1sc(N2CCCC(C(N)=O)C2)nc1-c1ccccc1 (stereo not drawn)
[5] COc1ccc(CCNC(=O)C2CC(c3ccc(C(F)(F)F)cc3)=NO2)cc1 (stereo not drawn)
[6] Cc1ccc(NC(=O)C(Cc2ccccc2)N2Cc3ccccc3C2=O)cc1Cl (stereo not drawn)
[7] COc1ccc2cc3cc(C(=O)NCCN4CCc5ccccc5C4)sc3nc2c1
[8] CCc1nc2ccc(C(=O)Nc3cc(-c4ccccc4)ccc3OC)cn2c1N(C)CCC(C)C

compound no.,1,2,3,4,5,6,7,8
DT40 TDP1 no CPT,20.6µM*,-18.0%,?,18.4µM*,14.6µM*,?,-26.7%,20.6µM*
TDP1 inh,0.0%,0.0%,11.2%,8.9%,1.2%,-1.2%,-1.1%,.
TDP1 cell CPT,10.3µM*,-3.6%,-28.9%,?,?,?,-4.6%,18.4µM*

[9] COc1ccccc1N1CCN(S(=O)(=O)c2cn(C)c(=O)n(C)c2=O)CC1
[10] Cn1cccc1/C=N/n1c(-c2ccccc2)n[nH]c1=S
[11] COc1ccc(CCNC(=O)c2ccc3c(c2)N(Cc2ccccc2F)C(=O)c2ccccc2S3(=O)=O)cc1OC
[12] CCN(CC)S(=O)(=O)c1ccc2nc(SC)sc2c1
[13] CN(C)S(=O)(=O)c1cccc(NC(=S)N/N=C/c2ccco2)c1
[14] O=[N+]([O-])c1cc2c(c3cccnc13)COCO2
[15] C=C(C)Cn1c(SCC(=O)Nc2cccc(C)c2)nc2sc3c(c2c1=O)CCCC3
[16] CCC(C)(C)NC(=O)C(c1ccccc1Cl)N(C(=O)CCC(=O)Nc1cc(C)on1)c1ccc(NC(C)=O)cc1 (stereo not drawn)

compound no.,9,10,11,12,13,14,15,16
DT40 TDP1 no CPT,2.8%,-4.7%,10.3µM*,-11.9%,5.8µM*,?,13µM*,-1.2%
TDP1 inh,0.0%,7.3%,5.8%,-2.9%,9.5%,.,.,-8.4%
TDP1 cell CPT,0.9%,-7.0%,16.4µM*,-3.8%,4.61µM*,?,9.2µM*,-19.5%

[17] CCN1C(=O)N[C@@H](c2cccs2)C(C(=O)OC)=C1C
[18] COC(=O)CSc1nc2cc(C)ccc2cc1C#N
[19] CCCOc1ccccc1C(=O)N1CCCCC1CCN1CCOCC1 (stereo not drawn)
[20] Cc1oc2c(c1C(=O)Nc1ccc(C(=O)O)cc1)CCCC2
[21] CCc1nnc(NC(=O)C2c3ccccc3Oc3ccccc32)s1
[22] O=S(=O)(Nc1nc2ccccc2nc1N1CCc2ccccc2C1)c1ccc(Cl)cc1
[23] N/C(=N\OC(=O)CCCN1C(=O)c2ccccc2C1=O)c1ccc(Br)cc1
[24] CC(C)NS(=O)(=O)c1ccc(OCC(=O)N2CCN(c3ccccc3F)CC2)cc1

compound no.,17,18,19,20,21,22,23,24
DT40 TDP1 no CPT,-8.4%,16.4µM*,-17.0%,-3.2%,?,?,-13.6%,14.6µM*
TDP1 inh,6.8%[12.3 µM],0.0%,4.7%,3.0%,0.0%,-1.1%,.,1.1%
TDP1 cell CPT,-18.8%,18.4µM*,4.4%,-0.3%,?,?,-2.4%,?

[25] CC(NC(=O)COc1ccccc1)C(=O)NC1=NCCS1 (stereo not drawn)
[26] CC1CC(=O)N(C)c2cc([N+](=O)[O-])ccc2N1 (stereo not drawn)
[27] COc1cccc(-c2nnn(CC(=O)N3CCC(C)CC3)n2)c1
[28] Cc1ccc(-c2csc(NC(=O)C3CC=CCC3C(=O)O)c2C(=O)OC(C)C)cc1 (stereo not drawn)
[29] CCOc1ccccc1OCCCC(=O)Nc1ccc(Cl)c(S(=O)(=O)N2CCOCC2)c1
[30] CSc1ccc(CNc2ccc(Cl)cc2)cc1
[31] Cc1ccnc2c1ccc1ccccc12
[32] CCOC(=O)CNC(=O)c1cc2c(=O)[nH]c3ccc(C)cc3c2s1

compound no.,25,26,27,28,29,30,31,32
DT40 TDP1 no CPT,-4.4%,5.1%,-21.4%,-26.5%,?,-6.0%,9.1%&-16.4%,10.3%
TDP1 inh,5.6%,2.6%,.,.,-1.5%,-1.0%,.,.
TDP1 cell CPT,-22.7%,0.9%,1.2%,-17.6%,?,-1.0%,-3.7%&9.5%,34.8%[activator]

[33] CC(=O)Nc1ccc(NC(=O)Cn2c(=O)n(-c3ccc(F)cc3)c(=O)c3oc4ccccc4c32)cc1
[34] CCS(=O)(=O)N1CCc2cc(C(=O)NCc3ccccc3OC)ccc21
[35] CCOC(=O)c1sc2nc(N3CCOCC3)c3c(c2c1N)CCCC3
[36] Cc1ccc(C(=O)OCC(=O)NNC(=O)c2ccc([N+](=O)[O-])cc2)o1
[37] Nc1cc([N+](=O)[O-])cc(N)c1N
[38] CN(Cc1ccccc1)S(=O)(=O)c1ccc(OCC(=O)NCc2ccncc2)cc1
[39] COc1ccc(C(=O)OC2CCN(c3ncc(C(F)(F)F)cc3Cl)CC2)cc1
[40] CC1CN(C(=O)Nc2ccc(F)cc2F)CC(C)O1 (stereo not drawn)

compound no.,33,34,35,36,37,38,39,40
DT40 TDP1 no CPT,7.8%,?,-18.8%,-10.6%,?,?,?,17.9%
TDP1 inh,-5.0%,5.7%,4.0%,.,.,.,2.9%,2.0%
TDP1 cell CPT,-8.1%,-9.0%,?,-5.4%,?,?,?,0.8%

[41] Cc1cc(C)c(NC(=O)CSc2nc(=O)n(Cc3ccncc3)c3c2CCC3)c(C)c1
[42] CC1Cc2ccccc2N1C(=O)CSc1nc(-c2ccco2)cc(C(F)(F)F)n1 (stereo not drawn)
[43] Cc1cc[n+](CCc2ccccc2)cc1C
[44] CCOC(=O)c1ccc(NC(=O)c2nc[nH]c2C(=O)N[C@@H](CC(C)C)C(=O)OCc2ccccc2)cc1
[45] COC(=O)c1oc2ccccc2c1N
[46] O=C(CCCNS(=O)(=O)c1cccc2nsnc12)NCCc1ccccc1
[47] CCCCOc1ccccc1N
[48] NCCNCCNCCN

compound no.,41,42,43,44,45,46,47,48
DT40 TDP1 no CPT,4.6%,?,?,?,-13.6%,?,-17.4%,-1.0%&1.2%
TDP1 inh,-2.6%,2.1%,.,0.0%,-0.7%,1.0%,-1.9%,11.0%&17.2%
TDP1 cell CPT,9.0%,-5.0%,?,?,-3.5%,-28.6%,?,-27.1%&-16.2%

[49] CC(C)C(NC(=O)/C=C/c1ccc(F)cc1)C(C)C
[50] CCOC(=O)c1sc(N(Cc2ccccc2)C(=O)CSc2nnc(C3CC3)n2N)nc1C
[51] Cc1cc(C)nc(N/N=C/c2cc3c(cc2[N+](=O)[O-])OCO3)n1
[52] Cc1cc(NC(=O)CSCC(=O)Nc2ccccc2Oc2ccccc2)no1
[53] C=CCn1c(=O)/c(=C/c2ccc(O)cc2)s/c1=C(/C#N)c1nnc2n1CCCCC2
[54] S=c1[nH]nc(C2CCCCC2)n1/N=C/c1ccc(Br)cc1
[55] CC(=O)Nc1ccc(S(=O)(=O)NCCc2ccc(F)cc2)cc1
[56] O=C(N/N=C\c1ccc(O)c([N+](=O)[O-])c1)c1ccccc1-n1cccc1

compound no.,49,50,51,52,53,54,55,56
DT40 TDP1 no CPT,?,?,-1.2%,?,23.1µM*,?,-15.9%,?
TDP1 inh,7.3%,4.1%,3.8%,.,3.3%,.,?,11.3%
TDP1 cell CPT,?,?,-6.5%,-24.3%,18.4µM*,?,?,-4.9%

Some entries already given with just TDP1 cell CPT:
# | compound | TDP1 cell CPT
51 | Cc1cc(C)nc(N/N=C/c2cc3c(cc2[N+](=O)[O-])OCO3)n1 | -6.5%
52 | Cc1cc(NC(=O)CSCC(=O)Nc2ccccc2Oc2ccccc2)no1 | -24.3%
53 | C=CCn1c(=O)/c(=C/c2ccc(O)cc2)s/c1=C(/C#N)c1nnc2n1CCCCC2 | 18.4µM*
54 | S=c1[nH]nc(C2CCCCC2)n1/N=C/c1ccc(Br)cc1 | ?
55 | CC(=O)Nc1ccc(S(=O)(=O)NCCc2ccc(F)cc2)cc1 | ?

(listing goes on)
[57] CC(=O)c1ccccc1S(=O)(=O)N1CCN(c2nc(-c3cccs3)nc3ccccc23)CC1
[58] O=C(O)c1cc(=S)nc[nH]1
[59] COCCCNC(=O)/C(C#N)=C/c1c(N2CCN(C)CC2)nc2ccccn2c1=O
[60] CCOc1ccccc1OCC(=O)OCc1csc(CC(=O)Nc2ccccc2C)n1
[61] O=C(Nc1oc2ccccc2c(=O)c1-c1ccccc1)c1ccco1
[62] COc1ccccc1Nc1nc(N)nc(CN2CCc3ccccc3C2)n1
[63] O=C(Cc1ccccc1)Nc1ccc(C(=O)Nc2ccccc2C(=O)O)cc1
[64] CC(C)(c1ccc(O)cc1)c1ccc(O)c(C(=O)O)c1

compound no.,57,58,59,60,61,62,63,64
DT40 TDP1 no CPT,7.08µM*,0.4%,-29.4%,-5.3%,-2.8%,?,8.3%,-13.8%
TDP1 inh,3.1%,.,.,-0.8%,.,5.2%,6.3%,.
TDP1 cell CPT,8.91µM*,-3.1%,2.8%,-10.4%,-19.2%,?,10.8%,2.3%

[65] OC(Cc1ccccc1)c1ncc(-c2ccc3ccccc3c2)[nH]1 (stereo not drawn)
[66] CCOC(=O)C1(Cc2cccc(Cl)c2)CCCN(C(=O)c2c(CC)noc2C)C1 (stereo not drawn)
[67] Cc1csc2c(SCC(=O)NNS(=O)(=O)c3cccc(C(F)(F)F)c3)ncnc12
[68] CCCn1c2ccccc2c2cnn(CC(=O)NC3CCCCC3C)c(=O)c21 (stereo not drawn)
[69] COc1ccc(CNC(=O)C2=C(C)C(=O)OC23CCN(C(C)=O)CC3)cc1
[70] CN(C(=O)CN1C(=O)S/C(=C\c2cccc(Cl)c2)C1=O)C1CCS(=O)(=O)C1 (stereo not drawn)
[71] Cn1cnc([N+](=O)[O-])c1S(=O)(=O)Oc1ccc(Cl)cc1
[72] CCCS(=O)(=O)N1CCN(S(=O)(=O)c2ccccc2)CC1

compound no.,65,66,67,68,69,70,71,72
DT40 TDP1 no CPT,23.1µM*,11.6µM*,-17.9%,18.4µM*,-21.0%,?,2.06µM*,0.3%
TDP1 inh,.,6.8%,.,2.3%,0.0%,-0.1%,.,2.0%
TDP1 cell CPT,?,?,-18.5%,?,2.6%,?,0.651µM*,4.0%

[73] Cc1ccccc1-c1noc(-c2ccc(NCc3cccnc3)c([N+](=O)[O-])c2)n1
[74] CCOC(=O)C1=C(C)NC(C)=C(C(=O)OCC)C1C(=O)OCC(=O)N(C)C1CCS(=O)(=O)C1 (stereo not drawn)
[75] Cc1cccc(C(=O)NNC(=O)c2ccccc2[N+](=O)[O-])c1
[76] O=C(Cc1ccccc1)Nc1sc2c(c1C(=O)Nc1ccccc1Cl)CCC2
[77] O=S(=O)(c1ccc(F)cc1)N1CCCNCC1
[78] C/C(=N\OCC(=O)Nc1ccc2c(c1)OCCO2)c1ccc2c(c1)OCCO2

compound no.,73,74,75,76,77,78
DT40 TDP1 no CPT,2.31µM*,-0.4%,-3.3%,-14.7%,1.0%,-22.8%
TDP1 inh,-2.9%,2.6%,.,-6.6%[12.3 µM],.,0.0%
TDP1 cell CPT,4.11µM*,6.0%,0.8%,0.2%,-2.5%,-10.3%

Entries by screen from the list:
DT40 TDP1 no CPT, compounds 52 to 63: ?, 23.1µM*, ?, -15.9%, ?, 7.08µM*, 0.4%, -29.4%, -5.3%, -2.8%, ?, 8.3%
TDP1 cell CPT, compounds 52 to 63: -24.3%, 18.4µM*, ?, ?, -4.9%, 8.91µM*, -3.1%, 2.8%, -10.4%, -19.2%, ?, 10.8%

Laid out differently: entries from further up.
50: CCOC(=O)c1sc(N(Cc2ccccc2)C(=O)CSc2nnc(C3CC3)n2N)nc1C
  DT40 TDP1 no CPT: ? | TDP1 inh: 4.1% | TDP1 cell CPT: ?
51: Cc1cc(C)nc(N/N=C/c2cc3c(cc2[N+](=O)[O-])OCO3)n1
  DT40 TDP1 no CPT: -1.2% | TDP1 inh: 3.8% | TDP1 cell CPT: -6.5%
52: Cc1cc(NC(=O)CSCC(=O)Nc2ccccc2Oc2ccccc2)no1
  DT40 TDP1 no CPT: ? | TDP1 inh: . | TDP1 cell CPT: -24.3%
